Bioassay records: PubChem, Broad Institute
RAD54 inh: inhibitors of human RAD54 branch migration, primary screen, biochemical, fluorescence, single point | DNA repair and recombination protein RAD54-like (Homo sapiens), Q92698 | RAD54 Holliday junction branch migration, FAM/BHQ fluorescence | inhibition, % at 10.4 µM | 360,000 tested, 0.14% active | AID 602329, 2012;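 active = mean normalized replicate activity at least 40 and at least half of replicates scoring 40 or more; inconclusive = only one of the two criteria met; inactive = mean below 40 and under half of replicates reaching 40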;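 note: 0% = median of neutral control wells and 100% = median of positive control wells; inhibitors cause a drop in the FAM fluorescence signal; in these data hits start at about 50%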
CASP6 VEID inh: human caspase-6 inhibitors, primary screen, biochemical, VEID-R110 fluorescence, single point, set 2; purified caspase-6, Z-VEID-R110 cleavage fluorescence; inhibition, % at 12.5 µM; P55212; AID 686996, 2013; 350,000 tested, 0.53% active;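 active = mean inhibition across replicates at least about 35%, with every replicate also reaching that limit, limit read from the data; inconclusive = only one of the two criteria met; inactive = neither criterion met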;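 note: 0% = median of neutral control wells and 100% = no fluorescence left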
Target sequence (P55212 24-179 limits assumed): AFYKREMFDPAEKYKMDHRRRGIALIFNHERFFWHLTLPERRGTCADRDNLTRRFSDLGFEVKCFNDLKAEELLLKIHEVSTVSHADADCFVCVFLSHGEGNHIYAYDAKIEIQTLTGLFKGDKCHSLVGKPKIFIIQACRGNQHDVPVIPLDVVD
Target sequence (P55212 194-293 limits assumed): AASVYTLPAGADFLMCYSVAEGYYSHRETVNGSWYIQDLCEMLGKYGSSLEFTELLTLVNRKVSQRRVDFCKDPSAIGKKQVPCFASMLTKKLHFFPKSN
XiGFP reactiv: activators of inactive X chromosome reactivation, primary screen, imaging, XiGFP fibroblasts, GFP high-content imaging, set 2; activation, % at 7.58 µM; XiGFP mouse fibroblasts, % GFP-positive cells imaging, 3 d; cells co-treated with 5-aza-dC sensitizer; scaled so ellipticine positive control = 100%; 360,000 tested, 0.055% active;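 active = mean normalized replicate activation at least 10% and every replicate at or above 10%; inconclusive = only one of the two criteria met; inactive = mean below 10% and not all replicates reach 10%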;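 note: 0% = median of on-plate neutral control wells and 100% = ellipticine 6 µM median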
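System: 68-5-11 XiGFP fibroblast line; Timing: 3 days compound exposure; Compound dosing: one concentration, pinned; Benchmarks: positive control ellipticine, 6 µM final; Buffer or medium: DMEM containing 5-aza-dC.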
INS-1E GSIS act: GLuc luminescence reporter in INS-1E cells, primary screen for activators of glucose-dependent secretion of insulin; INS-1E GLuc reporter insulin secretion, 2-3 h; activation, % at 16.6 µM; 370,000 tested, 0.61% active; AID 743287, 2014;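 active = lowest replicate activation of at least 40%, so every replicate reaches that level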;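 note: 0% = median of neutral control wells and 100% = median of IBMX positive control wells; some compounds called inactive have numbers as strong as hits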
DENV2 CPE rescue: inhibitors of DENV2 cytopathic effect, primary screen, cell-based, plate reader, single concentration; 350,000 tested, 1.7% active; DENV2-infected cells, cytopathic effect rescue; CPE inhibition, % at 9.99 µM; in the data active = CPE inhibition above about 20%, passing the limit was not always enough; inconclusive = no clear call, values can overlap the other calls; tested in BHK-21 cells;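 note: 0% = median of neutral control wells and 100% = median of positive control wells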
E-selectin induc: E-selectin induction in HUVECs, primary screen, imaging, HUVEC, immunofluorescence imaging, single point; AID 686992, 2013; activation, % at 7.58 µM; normalized: neutral wells 0, TNF-alpha wells 100; 260,000 tested, 0.37% active; P16581;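 active = mean E-selectin-positive cell signal at least 10% of the positive control, reached in at least 60% of replicates, without over 20% cell loss; inconclusive = no rule given, readout overlaps actives, possibly toxicity-flagged; inactive = the rest, including those meeting only one limit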;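 note: in these data hits start at about 27%; measured in HUVEC primary endothelial cells; signal is the percent of cells scored E-selectin positive by PE staining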
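System: HUVEC, human umbilical vein endothelial cells; quantity: 3,000 cells/well; buffer or medium: EGM-2 medium, gelatin-coated wells; dosing: single-point compound dose; detection: immunofluorescence imaging; evaluation: % PE-positive cells; benchmarks: TNF-alpha, DMSO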
F508del corr: F508del CFTR correction, initial screen, CFBE line, single point; CFBE cells, YFP halide quenching; stimulated with forskolin plus potentiator P3; % fluorescence drop versus neutral controls; activity (quench increase), % at 7.58 µM; 350,000 tested, 0.36% active;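 active = mean added fluorescence quench of at least 8% versus neutral control, with both replicates also reaching 8%; inconclusive = only one of the mean or replicate conditions met; inactive = mean below 8% and not both replicates reaching 8%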;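 note: cells transiently co-express mutant CFTR-F508del with the halide-sensitive YFP; corrector assay measuring rescue of mutant channel to the surface after 24 h compound exposure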
RAD52 anneal inh: RAD52 DNA annealing inhibitors, primary screen, biochemical, FRET, single point, set 2. recombinant RAD52 DNA annealing, FRET fluorescence. inhibition, % at 18.7 µM. 360,000 tested, 0.46% active. AID 651710, 2012;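 active = every replicate showing at least 50% inhibition; inconclusive = mean inhibition at least 50% but not in every replicate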
Target sequence (P43351 whole entry, looked up): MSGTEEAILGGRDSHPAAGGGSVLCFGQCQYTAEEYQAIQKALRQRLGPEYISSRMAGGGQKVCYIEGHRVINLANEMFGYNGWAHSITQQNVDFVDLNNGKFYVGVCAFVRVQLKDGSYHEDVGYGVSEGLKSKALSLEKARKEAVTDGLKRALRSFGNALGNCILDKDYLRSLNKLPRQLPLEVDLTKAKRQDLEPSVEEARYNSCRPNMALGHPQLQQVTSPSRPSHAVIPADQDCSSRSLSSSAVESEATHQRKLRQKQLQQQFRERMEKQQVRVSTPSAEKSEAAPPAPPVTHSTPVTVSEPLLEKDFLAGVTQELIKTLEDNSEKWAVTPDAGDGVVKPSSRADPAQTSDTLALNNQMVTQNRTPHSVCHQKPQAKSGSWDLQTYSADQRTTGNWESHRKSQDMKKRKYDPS
* marks the source's active call; other numbers are inactive results; i = inactive; ? = inconclusive; . = not tested or not shown; & = joins results of further samples.

SMILES	RAD54 inh	CASP6 VEID inh	XiGFP reactiv	INS-1E GSIS act	DENV2 CPE rescue	E-selectin induc	F508del corr	RAD52 anneal inh
CCCCCCCCNS(=O)(=O)CCNCc1ccccc1	7	-1	0.0	-16	-4	-0.1	-2.2	-15
CC(=O)N(C)C[C@H]1Oc2ncc(-c3ccc(C(=O)N(C)C)cc3)cc2C(=O)N([C@@H](C)CO)C[C@@H]1C	2	-1	-0.3	4	-1	-0.2	-1.7	-12
C[C@@H]1CCCCO[C@H](CN(C)C(=O)c2ccccc2)[C@@H](C)CN([C@H](C)CO)C(=O)c2cc(NC(=O)Nc3cccc4ccccc34)ccc2O1	7	0	0.3	11	-2	0.1	-1.3	11
CCN(CC)c1ccc(/C=C(/C#N)c2nc3ccc(C)cc3[nH]2)c(OC(C)C)c1	-16	0	.	15	.	.	17*	-417
CC[C@@H](C)[C@@H]1CN([C@@H](C)CN2CCC[C@H]2CN2C(N)=NC[C@H]2CC(C)C)C(=N)N1CCc1ccc(Cl)c(Cl)c1	16	-1	0.0	35	1	0.2	1.8	37
N#Cc1ccccc1S(=O)(=O)N1CCN(Cc2c(O)ccc3ccccc23)CC1	1	1	-0.7	.	-2	-0.4	-2.2	-4
COc1ccc(OC)c(NC(=O)Nc2nc(C(C)N)cs2)c1 (stereo not drawn)	21	11	0.0	.	2	-1.6	1.0	26
O=C1CC(c2ccccc2)CC(O)=C1C=Nc1ccc(Cl)cc1 (stereo not drawn)	.	-4	0.1	2	-3	.	2.7	-19
Cc1ccc(S(=O)(=O)NC(=O)C2(C)CCN2C(=O)CCc2ccc(Cl)cc2Cl)cc1 (stereo not drawn)	-9	-2	-0.1	5	1	-0.2	1.9	-13
COc1ccc(/C=N/Nc2cc(C)nc(N3CCOCC3)n2)c(OC)c1	-6	-1	0.0	-25	3	-0.1	-0.9	-3
C[C@H]1CN([C@@H](C)CO)C(=O)Cc2cc(NC(=O)Nc3ccc(C(F)(F)F)cc3)ccc2O[C@H]1CN(C)Cc1ccc(Oc2ccccc2)cc1	-5	.	0.1	20	9	2.2	-1.2	.
COc1ccc2[nH]c3c(Cl)ncnc3c2c1	.	3	0.4	.	-2	-0.2	.	-11
Fc1ccc(C2CCCN2Cc2nc(Cc3ccccc3F)no2)cc1 (stereo not drawn)	.	-4	-0.3	-38	0	0.6	-0.1	-23
C[C@@H]1CN([C@H](C)CO)S(=O)(=O)c2ccc(Br)cc2O[C@@H]1CN(C)CC1CCOCC1	0	.	2.0	11	3	14	-0.7	.
CO[C@@H]1CN(C)C(=O)c2cc(NC(=O)C3CC3)ccc2OC[C@@H](C)N(CCc2ccccc2)C[C@@H]1C	2	.	8.0	1	.	0.0	0.1	.
O=C(Nn1c(SCc2cccc([N+](=O)[O-])c2)nc2ccccc2c1=O)c1ccccc1	-1	.	-0.1	-7	.	-0.4	.	.
CC(C)Cc1nnc(NC(=O)CN2C(=O)c3ccccc3C2=O)s1	-1	-1	0.2	-2	-1	.	2.1	-8
O=C1N(c2ccc(Cl)cc2)C(c2ccc(Cl)cc2)N2CCCN12 (stereo not drawn)	.	5	1.7	.	1	13	.	-11
CC(=O)Nc1ccc(OCc2cn(CC(=O)c3ccc(O)cc3)nn2)cc1	3	.	0.3	6	7	1.4	0.5	-6
Cc1ccc(C(=O)N(Cc2nc3ccccc3c(=O)[nH]2)C2CCCC2)cc1	.	4	0.1	-1	-1	.	1.9	-13
CCN1CCN(Cc2ccc(NC(=O)c3ccc(C)c(NC(=O)c4ccno4)c3)cc2C(F)(F)F)CC1	-9&-7	-6	0.1&0.2	-16&0	5	-2.1&-0.2	1.1&-2.5	8
CCc1ccc(C(=O)NN(C(=O)c2ccc(CC)cc2)C(C)(C)C)cc1	-12	-3	0.0	0	5	.	-0.4	-21
COc1cccc2c1C(=O)c1c(O)c3c(c(O)c1C2=O)CC(O)(C(C)=NNC(=O)c1ccc(Cl)c(Cl)c1)CC3OC1CC(N)C(O)C(C)O1 (stereo not drawn)	.	24	0.6	-21	-3	160*	7.9	i
CCCCNc1ccc2c(c1)OC[C@@H](Cc1ccccc1)NS2(=O)=O	.	-1	-0.1	-2	12	0.2	-2.5	-25
O=C(Nc1ccc(F)cc1)C1CCN(C(=O)NCc2ccccc2)CC1	-1	2	0.3	-14	2	0.1	-2.8	11

In a second layout: results already given.
Every second line gives: RAD54 inh	CASP6 VEID inh	XiGFP reactiv	INS-1E GSIS act	DENV2 CPE rescue	E-selectin induc	F508del corr	RAD52 anneal inh
- CCN1CCN(Cc2ccc(NC(=O)c3ccc(C)c(NC(=O)c4ccno4)c3)cc2C(F)(F)F)CC1
 : -9&-7	-6	0.1&0.2	-16&0	5	-2.1&-0.2	1.1&-2.5	8
- CCc1ccc(C(=O)NN(C(=O)c2ccc(CC)cc2)C(C)(C)C)cc1
 : -12	-3	0.0	0	5	.	-0.4	-21
- COc1cccc2c1C(=O)c1c(O)c3c(c(O)c1C2=O)CC(O)(C(C)=NNC(=O)c1ccc(Cl)c(Cl)c1)CC3OC1CC(N)C(O)C(C)O1 (stereo not drawn)
 : .	24	0.6	-21	-3	160*	7.9	i

The list continues:
SMILES	RAD54 inh	CASP6 VEID inh	XiGFP reactiv	INS-1E GSIS act	DENV2 CPE rescue	E-selectin induc	F508del corr	RAD52 anneal inh
C[C@H](CO)N1C[C@H](C)[C@H](CN(C)C(=O)Nc2cccc3ccccc23)Oc2ccc(NC(=O)Nc3ccc(C(F)(F)F)cc3)cc2C1=O	-2	.	-0.1	7	1	0.1	2.0	.
C[C@@H]1CCCCO[C@@H](CN(C)C(=O)c2ccccc2)[C@@H](C)CN([C@H](C)CO)C(=O)c2cc(NC(=O)Nc3ccccc3)ccc2O1	-1	-1	-0.1	15	16	.	3.8	0
O=C(CCC(=O)N1CCOCC1)c1ccc(F)cc1	.	-3	0.0	9	-2	0.3	-2.6	-3
O=C(NCCCCc1ccccc1)C1CC(c2ccccc2[N+](=O)[O-])=NO1 (stereo not drawn)	-4	0	0.2	-26	7	-0.1	-2.8	-9
O=C1OCCN1C(=O)[C@H]1[C@H](c2ccc([N+](=O)[O-])cc2)C(c2cccc(Cl)c2)=NN1c1ccc(Br)cc1	3	0	0.0	-6	-2	4.4	0.7	0
O=C1C(=Cc2cccc(Cl)c2)Cc2ccccc21	.	-2	-0.1	9	5	-0.2	-3.0	-7
COc1ccc(Cl)cc1NC(=O)N1CCN(C2CCCCC2)CC1	4	-3	.	-1	-7	.	-0.8	-4
CS(=O)(=O)c1ccc(Cl)c(NC(=O)CSC(=S)N2CCCC2)c1	12	-1	0.2	31	4	-0.1	1.4	-9
Cc1ccc(N(C(C)C(=O)Nc2cc(Cl)ccc2Oc2ccccc2)S(C)(=O)=O)cc1 (stereo not drawn)	-7	0	.	-10	-7	.	1.8	-16
COCCNc1nc(NCc2ccc(NC(C)=O)cc2)c2sccc2n1	5	-3	0.0	19	6	-0.2	-0.8	-6
CCN(CC(=O)NCc1ccc(Cl)cc1)C(=O)CSc1ccc(Br)cc1	7	3	1.1	-31	15	-0.1	3.8	-56
COc1ccc(CNC(=O)CN(c2ccccc2)S(=O)(=O)N(C)C)cc1	.	1	0.1	29	4	.	0.1	7
CC=Cc1ccc2n(c1=O)C[C@H]1[C@H](CO)[C@@H](C(=O)NC3Cc4ccccc4C3)N(CC3CC3)[C@@H]21 (mixture of isomers)	-6	2	0.0	-12	?	0.0	3.9	-9
COc1ccc(NC(=O)N(C)C[C@@H]2Oc3c(NC(=O)Nc4ccc5c(c4)OCO5)cccc3C(=O)N([C@H](C)CO)C[C@@H]2C)cc1	4	-1	0.0	-5	4	.	-0.2	2
Cc1cc(=O)oc2c3c(cc(OCC(=O)Nc4cccnc4)c12)OC(C)(C)CC3	-22	1	.	7	11	.	4.0	-29
CC(NC(=O)c1ccncc1)c1ccccc1 (stereo not drawn)	12	2	0.0	7	-4	.	-0.8	-45
Cc1ccc(-c2ccccc2)n1-c1cccc(C(=O)O)c1	.	2	0.1	-14	1	.	0.8	-54
COc1ccc(NC(=O)N(C)C[C@H]2OCCCC[C@@H](C)Oc3ccc(NC(=O)Nc4ccccc4)cc3C(=O)N([C@@H](C)CO)C[C@H]2C)cc1	7	0	-0.1	-10	5	0.3	-1.1	-33
COc1ccc(NC(=O)N(C)C[C@@H]2Oc3ccc(NC(=O)C4CC4)cc3CC(=O)N([C@H](C)CO)C[C@H]2C)cc1	4	2	-0.6	5	3	-0.4	0.4	9
CC[C@H](C)C(C(=O)N1CCN(C(=O)OC(C)(C)C)CC1)n1cc(C(CO)NC(=O)OC(C)(C)C)nn1 (stereo partly drawn)	2	-1	-0.1	-5	-16	1.1	-2.7	-10
CC[C@@]1(C(=O)OC)N[C@H](CN(C)S(=O)(=O)c2ccc(C(C)(C)C)cc2)[C@@H]2C(=O)N(Cc3ccccc3)C(=O)[C@@H]21	-10	-2	0.2	7	-6	.	-3.9	-8
CO[C@H](CN(C)C(=O)c1ccccc1F)[C@@H](C)CN([C@H](C)CO)S(=O)(=O)c1ccccc1	12	1	0.1	9	-3	0.0	-0.9	-3
Cc1ccccc1OCc1nnc(SC(C)C(=O)O)n1-c1ccccc1 (stereo not drawn)	-2	1	-0.1	22	-15	0.7	-0.1	-6
COc1ccc(C(=O)N/C(=C\c2cn(S(=O)(=O)N(C)C)c3ccccc23)C(=O)N2CCN(C)CC2)cc1	5	-5	0.2	-18	2	.	-2.1	-7
CCC(=O)N1CC[C@H]2[C@H](CO)Nc3ccc(C#Cc4ccc(OC)cc4)cc3[C@H]21	.	0	-0.1	0	56*	1.3	-2.9	-5
CC(CCN1CCN=C1N(C)C)c1ccccc1 (stereo not drawn)	-10	10	-0.1	6	5	0.0	1.7	-5
CO[C@H]1CN(C)C(=O)c2cc(NC(C)=O)ccc2OC[C@H](C)N(C(=O)c2ccccc2F)C[C@@H]1C	8	.	0.1	-2	?	-0.1	-0.5	0
CC(C)NC(=O)Nc1ccc2c(c1)C(=O)N([C@@H](C)CO)C[C@@H](C)[C@H](CN(C)CC1CCCCC1)OCCCC[C@@H](C)O2	9	-1	0.6	23	15	-0.1	1.0	18

Taken from the entries so far, 4 compounds:
SMILES	RAD54 inh	CASP6 VEID inh	XiGFP reactiv	INS-1E GSIS act	DENV2 CPE rescue	E-selectin induc	F508del corr	RAD52 anneal inh
O=C(NCCCCc1ccccc1)C1CC(c2ccccc2[N+](=O)[O-])=NO1 (stereo not drawn)	-4	0	0.2	-26	7	-0.1	-2.8	-9
O=C1OCCN1C(=O)[C@H]1[C@H](c2ccc([N+](=O)[O-])cc2)C(c2cccc(Cl)c2)=NN1c1ccc(Br)cc1	3	0	0.0	-6	-2	4.4	0.7	0
O=C1C(=Cc2cccc(Cl)c2)Cc2ccccc21	.	-2	-0.1	9	5	-0.2	-3.0	-7
COc1ccc(Cl)cc1NC(=O)N1CCN(C2CCCCC2)CC1	4	-3	.	-1	-7	.	-0.8	-4
